Autophagy mod: modulators of autophagy | AID 463193 | MEF GFP-LC3 puncta imaging; test concentration mostly 10 µM | 190,000 compounds, 0.98% hits | calls only at 10 µM (by protocol);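 active means percentage of spot-positive cells more than 3 SD above its plate mean, without a fluorescence outlier flag or 80% toxicity; inconclusive means no clear call, values can overlap the other calls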;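 further: spot-positive cell cutoff set from DMSO-treated cells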
Dynein cargo inh: dynein cargo transport inhibition; 3617.4 mouse cells, GR-EGFP nuclear translocation imaging; test concentration mostly 20 µM; stimulated with dexamethasone, 1 µM; active compounds read low; z-score, hits read low; 220,000 compounds, 0.47% hits;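 active means plate z-score of nuclear minus cytoplasmic receptor signal below a set negative limit, without overly bright fluorescence or cell loss, cut at about -3.5 in these data, passing the limit was not always enough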;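 further: z-score of nuclear minus cytoplasmic ring GR-EGFP intensity difference per well; some compounds called inactive have numbers as strong as hits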
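Buffer or medium: Induction medium lacking tetracycline, stripped serum | Also added: Dexamethasone agonist, 1.0 µM final, for 30 min | Timing: 48 h induction, 1 h compound, 30 min dex at 37 °C | Detection: Formaldehyde fixation, Hoechst nuclear stain, 10x automated fluorescence imaging | Measure: Nuclear versus cytoplasmic GR-EGFP signal, averaged per well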
PMI inhibitors: inhibitors of human PMI, primary screen, biochemical, fluorescence intensity, coupled assay (AID 1209) | purified PMI enzyme, coupled fluorescence intensity; higher % means a stronger effect | inhibition, % at 20 µM, or IC50 in µM where a hit was titrated | 190,000 compounds, 0.42% hits;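 further: plate controls were DMSO vehicle for no effect and wells lacking substrate for full effect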
bCat nuc transl: beta-catenin nuclear translocation modulation; HeLa beta-catenin nuclear translocation, immunofluorescence imaging; nuclear translocation activity, % at 5 µM; 190,000 compounds, 0.3% hits;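 active means nuclear translocation activity above 50% at 5 µM, with a well cell count of 50 or more; inconclusive means wells under 50 cells across six images, flagged as toxic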;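 further: per-cell ratio of nuclear to cytoplasmic median beta-catenin stain intensity; plate controls were DMSO negative control for no effect and GSK-3 inhibitor IX positive control for full effect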
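System: Human HeLa cells, endogenous beta-catenin | Compound dosing: 5 µM primary, 0.02–20 µM confirmation | Timing: 24 h compound exposure at 37°C, 5% CO2 | Measured by: Fluorescence imaging of beta-catenin antibody stain plus DAPI | Read-out basis: % activation of per-cell nuclear versus cytoplasmic median beta-catenin signal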
Insulin prom up: MIN6 insulin promoter up-regulation; 190,000 compounds, 0.3% hits; z-score at 5 µM; AID 1625; MIN6 insulin promoter-GFP reporter, high-content imaging; active compounds read high;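 active means z-score above 3 at 5 µM with at least 500 cells counted in the well; inconclusive means wells under 500 cells, flagged as cytotoxic or low count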
Yfh1-off respiration: enhancers of respiration in Yfh1-depleted yeast, dose response, Friedreich's ataxia, plus single-dose screen (AID 1465); 220,000 compounds, 0.074% hits; one-dose fold induction at 50 µM; EC50 in µM for titrated hits; S. cerevisiae Yfh1-off respiration, WST-1 reduction, 72 h; higher fold induction means a stronger effect;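 active means fold induction of absorbance versus untreated yeast above a set limit, then at least 30% activation at any dose in follow-up; inconclusive means repeats straddling the limit, or above it without dose testing; inactive means fold induction below the set limit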;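 further: activators that raise dye reduction in frataxin-depleted yeast; strong numbers were not always called active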
WT yeast gro inh: growth inhibition of WT yeast, mitochondrial fusion screen; mitochondrial fusion phenotypic screen, WT strain; inhibition, % at 10 µM; 190,000 compounds, 2.1% hits; AID 1362; in the data active means inhibition above about 58%; tested in S. cerevisiae
PMI inhibition: human PMI inhibitors, high substrate, primary screen, biochemical, fluorescence intensity, high mannose 6-phosphate (AID 1220); recombinant PMI enzyme, coupled fluorescence intensity; higher % means a stronger effect; inhibition, % at 20 µM, or IC50 in µM where a hit was titrated; 190,000 compounds, 0.66% hits
MT stabilize HCS: microtubule stabilizers in HeLa cells. % tubulin-high responders, % at 10 µM. HeLa tubulin immunostaining HCS, 24 h; share of cells brighter than vehicle mean+2SD. 200,000 compounds, 0.83% hits;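 active means plate Z-score above 3 for both tubulin-high and condensed-nucleus cell shares, with cell loss under 80%, at 10 µM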;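 further: anti alpha tubulin signal scored within the nucleus-defined area of each cell; some results filed as inactive read as strong as hits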
WT yeast gro inh mutant strain: second read-out of WT yeast gro inh, no call of its own (marks repeat the call); inhibition, %; mitochondrial fusion phenotypic screen, mutant strain inhibition
Dynein cargo inh cytoplasmic EGFP: further read-out of Dynein cargo inh, marked with its call; z-score; measured here: cytoplasmic GR-EGFP intensity; active compounds read high
Dynein cargo inh nuclear GR-EGFP: also measured in Dynein cargo inh; calls as there; z-score; measured here: nuclear GR-EGFP intensity;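 lower value marks the stronger effect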
Dynein cargo inh cell count: further read-out of Dynein cargo inh, marked with its call; z-score; measured here: cell count per field
Insulin prom up cell count: further read-out of Insulin prom up, marked with its call; cell count; measured here: cytotoxicity, nuclei count;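 total cells summed across four imaged fields per well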
bCat nuc transl cell count 5 µM: also measured in bCat nuc transl; calls as there; cell count; measured here: cell count, cytotoxicity flag
MT stabilize HCS Hoechst-high %: also measured in MT stabilize HCS; calls as there; % Hoechst-high responders; measured here: nuclear condensation Hoechst responders;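 share of cells brighter than vehicle mean plus two SD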
MT stabilize HCS cytotoxicity %: second read-out of MT stabilize HCS, no call of its own (marks repeat the call); toxicity, %; measured here: cytotoxicity by cell density;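 0% = mean cell density of plate MIN control wells and 100% = no cells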
Autophagy mod cell loss 18 h: second read-out of Autophagy mod, no call of its own (marks repeat the call); toxicity, %; measured here: cell loss, nuclei count;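 cell loss after 18 h compound exposure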
An asterisk follows results filed as active; i = inactive; ? = inconclusive; nt = not tested or not shown. Unless noted, no stated cut-off is given here; in the data, active means inhibition above about 50%; inactive means the rest.

SMILES,Autophagy mod,Autophagy mod cell loss 18 h,Dynein cargo inh,Dynein cargo inh cytoplasmic EGFP,Dynein cargo inh nuclear GR-EGFP,Dynein cargo inh cell count,PMI inhibitors,bCat nuc transl,bCat nuc transl cell count 5 µM,Insulin prom up,Insulin prom up cell count,Yfh1-off respiration,WT yeast gro inh,WT yeast gro inh mutant strain,PMI inhibition,MT stabilize HCS,MT stabilize HCS Hoechst-high %,MT stabilize HCS cytotoxicity %
COC(=O)c1ccc(SCc2cnc(Cl)s2)cc1,i,-27.4,1.32,-0.173,1.46,-0.899,2.5%,-1.9,1388,-0.59,1263,i,-5.3,10.3,3.8%,5.3,1.2,4.5
Cc1cc([N+](=O)[O-])nn1CCCC(=O)Nc1cc(Cl)ccc1Cl,i,2.5,0.204,1.92,0.385,-0.534,3.1%,-0.9,1080,0.49,1081,i,-12.2,-12.3,0.7%,2.9,2.6,9.9
CCCNc1[nH]c(=O)n(C)c(=O)c1N=O,i,-16.1,-0.0421,-0.185,0.403,-0.136,-0.1%,-1.5,1349,0.02,1573,i,16.9,17.1,-1.0%,2.9,1.7,6.4
Cc1ccc(S(=O)(=O)c2c(N)n(/N=C/c3ccco3)c3nc4ccccc4nc23)cc1C,i,14.7,0.0466,-0.0821,0.309,-0.641,-0.4%,-3.2,1026,nt,nt,i,18.8,17.3,17.4%,7.7,3.3,3.5
COc1ccc(NC(=O)COC(=O)c2ccco2)c([N+](=O)[O-])c1,i,6.7,1.66,-0.165,0.809,-0.921,-10.8%,-3.2,1146,0.93,1351,i,-16.9,-16.3,-3.5%,2.2,3.6,14.5
COC(=O)c1ccc(CSc2nc(C)nc3sc(C)c(C)c23)o1,i,-5.2,0.0582,1.01,0.155,-2.44,2.2%,0.3,1149,1.39,1159,i,12.9,12.9,3.9%,7.3,2.6,1.3
CCCCNc1nc2ccccc2nc1Cl,i,-0.3,-0.734,-0.354,-0.39,0.545,6.0%,-0.9,1572,0.3,1390,i,-13.5,-3.2,2.5%,3.5,2.3,5.6
N#CC(/C(=N/S(=O)(=O)c1cccs1)c1ccccc1)c1nc2ccccc2[nH]1 (stereo unspecified),i,-19.2,0.67,-0.243,0.767,0.703,0.3%,nt,nt,-0.06,1051,nt,-6.2,-7.4,2.1%,1.1,0.4,5.7
O=C(COc1cccc2ccccc12)N/N=C/C=C/c1ccccc1,i,-21.1,-0.321,-0.00442,0.483,0.474,15.1%,-2.2,1143,-0.2,1636,i,17.3,0.7,13.1%,4.3,3.4,4.9
COc1ccc2[nH]cc(CCN=C3SCC(=O)N3C)c2c1,i,-5.5,0.899,-0.202,0.993,-1.3,-7.3%,nt,nt,?,nt,i,22.7,25.3,-6.7%,3.5,1.3,2.8
O=C1CCC(=O)N1c1nc2nc(-c3ccccc3)cc(=O)n2[nH]1,i,-5.3,-0.208,-0.159,0.0504,0.0505,1.7%,1.2,1060,-0.06,714,i,-15.0,-39.3,-2.4%,1.7,1.9,7.6
Cc1oc(C(=O)O)cc1COc1ccccc1Cl,i,2.3,-0.0993,-0.136,0.136,-0.542,8.1%,-3.7,1193,1.5,1343,i,-6.3,4.4,0.2%,2.9,1.2,3.8
CCOC(=O)c1c(C)n(C)c2ccc(OC(=O)c3ccoc3)cc12,i,9.8,-0.44,0.0755,-0.344,1.24,-1.0%,-1.0,1315,0.09,1604,i,15.1,2.1,3.0%,3.0,2.5,5.0
Nc1cc(OCC(F)(F)F)cc([N+](=O)[O-])c1,i,16.1,-0.379,-0.291,-0.254,0.129,-4.0%,nt,nt,0.16,1312,i,-4.1,20.2,-2.2%,3.4,2.1,5.0
O=C(NC1=C(Nc2ccc(F)cc2)C(=O)c2ccccc2C1=O)c1ccc(Cl)cc1,i,-26.6,-0.285,-0.265,-0.299,-0.287,28.0%,0.3,898,nt,nt,i,67.3*,42.6*,55.3%*,2.7,4.7,13.6
CCOc1ccc(C(=O)NC(=S)Nc2ccccc2N2CCCCC2)cc1[N+](=O)[O-],i,-15.4,0.868,-0.0968,0.895,-0.694,15.4%,1.6,888,-0.63,1064,i,-7.9,14.1,5.6%,1.5,1.8,16.1
O=C(Nc1ccn(Cc2ccccc2)n1)c1cccc(F)c1,i,-7.0,0.209,-0.187,-0.139,0.0456,16.8%,-0.2,1458,nt,nt,i,6.2,-4.8,17.1%,4.6,3.0,3.6
O=C(/C=C\Nc1ccc2c(c1)OCO2)c1cccs1,i,-4.6,-0.106,-0.178,0.51,-1.06,7.2%,3.7,963,-0.48,1359,i,2.9,-3.2,12.7%,4.4,2.2,7.6
O=C(CSc1nnc(-c2cccnc2)n1-c1ccc(F)cc1)NCc1ccc2c(c1)OCO2,i,13.7,-0.262,-0.265,-0.191,0.474,-4.0%,-2.6,1231,0.05,1234,i,-14.8,3.4,-3.9%,3.1,2.3,3.4
CCc1c(C)[nH]n(CCC#N)c1=O,i,7.0,0.854,-0.189,0.644,-0.594,-1.3%,-0.9,1083,-0.11,1039,i,-9.2,0.3,5.5%,2.7,1.3,0.2
Cc1ccc2c(CC(=O)OCc3csc(C)n3)coc2c1,i,-3.4,-0.644,-0.00433,-0.931,0.772,4.0%,-3.2,1283,-0.03,1161,i,3.1,-4.8,1.9%,3.6,1.3,10.0
Cc1nc2ccc(NC(=O)Cc3cccc(F)c3)cc2s1,i,49.9,0.858,-0.383,0.34,-0.0489,5.0%,-2.6,1126,-0.12,1442,i,46.8,10.7,4.9%,1.2,2.3,11.0
COc1ccc(N/C=C2\CCOC2=O)cc1,i,13.8,0.884,-0.0435,0.924,0.348,-13.0%,2.3,1111,0.03,1253,i,-9.8,-12.8,-4.1%,2.4,1.5,0.8
CC(C)(C)CC(C)(C)Nc1c(-c2ccc(O)cc2)nc2cnccn12,i,0.3,-0.491,-0.242,-0.499,1.19,nt,nt,nt,nt,nt,i,nt,nt,nt,2.1,2.5,8.7
CCOC(=O)C(C)N1N=C(/C=C/c2ccc(OC)cc2)CCC1=O (stereo unspecified),i,33.0,-0.651,-0.251,-0.177,0.732,-2.8%,2.7,1176,-0.06,1640,i,19.1,-5.2,-4.6%,1.2,2.2,2.4
COc1cccc(OC)c1C(=O)OCC(=O)Nc1ccc(OC(F)(F)F)cc1,i,-8.6,-1.06,-0.26,0.107,0.617,7.9%,-6.0,1147,-0.07,866,i,6.0,-15.8,2.3%,1.6,1.3,9.3
COC(=O)C1(C)NC(c2cccs2)C2C(=O)N(c3ccc(F)cc3)C(=O)C21 (stereo unspecified),i,0.7,0.138,-0.212,-0.136,0.444,-4.4%,-2.8,1187,1.11,1133,i,1.8,-5.2,-5.6%,1.7,0.9,5.4
COC(=O)c1sc(-c2ccccc2)cc1NC(=O)c1ccc(OC)cc1,i,11.5,-0.78,-0.322,-0.659,0.643,11.1%,-1.2,566,0.35,1335,i,3.6,-17.4,7.9%,3.6,3.8,0.3
COc1ccc(OC)c2[nH]c(=O)c(CCNC(=S)NC(C)(C)C)cc12,i,-24.8,3.19,-0.22,2.14,-1.49,6.1%,1.8,1024,nt,nt,i,16.6,16.6,16.7%,2.4,2.2,12.3
Cc1cc(C(=O)NNC(=O)Nc2ccccc2)no1,nt,nt,-0.123,-0.236,0.42,-0.14,nt,-0.9,1331,0.08,1077,i,nt,nt,nt,nt,nt,nt
Cc1cc(O)c(-c2cc(C(=O)NCc3ccc4c(c3)OCO4)[nH]n2)cc1C,i,9.7,-0.139,-0.214,0.129,0.692,-19.7%,-7.9,815,0.93,1205,i,3.3,9.6,-8.4%,2.8,1.4,4.2
O=C(CNC(=O)c1cccc(F)c1)N/N=C/c1ccc(O)c([N+](=O)[O-])c1,i,6.3,0.382,-0.208,0.363,-0.391,-6.1%,-2.1,1083,-0.12,1407,i,7.4,0.2,-6.0%,8.5,1.1,10.8
O=C(c1ncc[nH]1)c1ccco1,i,-23.6,-1.1,-0.296,-0.412,0.771,-6.7%,-4.2,888,-0.27,1123,i,18.6,5.5,-0.4%,3.7,2.3,6.1
CN(C)c1ccc(CN(C(=O)c2ccco2)C2CCS(=O)(=O)C2)cc1 (stereo unspecified),i,-3.0,-0.445,-0.211,-0.106,0.726,13.7%,-2.9,983,1.37,1228,i,-8.6,-1.1,26.8%,1.9,1.0,1.7
CCOC(=O)Cc1csc(NC(=O)Cc2ccc(Br)cc2)n1,nt,nt,-0.197,-0.0415,-0.156,0.667,nt,-1.4,1344,0.37,1184,i,nt,nt,nt,nt,nt,nt
COC(=O)C(C)N(C(=O)c1ccc(C(=O)c2ccccc2)cc1)c1c(C)cccc1C (stereo unspecified),i,-2.6,0.0678,0.205,0.434,0.233,9.1%,-2.9,1123,nt,nt,i,25.2,-3.4,3.9%,2.2,1.6,8.6
CC1CCc2cc(F)ccc2N1C(=O)c1cnc2sccn2c1=O (stereo unspecified),i,-1.9,0.713,-0.0799,0.516,-0.935,15.4%,-1.8,1137,nt,nt,i,-8.6,-4.9,12.7%,2.7,2.7,8.8
Cc1cc(N2C(=O)C(=O)/C(=C(/O)c3ccc(Cl)cc3)C2c2cccc(Br)c2)no1 (stereo unspecified),i,-7.9,0.994,-0.266,0.777,0.359,5.1%,nt,nt,-0.83,1345,i,-12.1,-19.7,-4.8%,0.9,1.6,14.4

Not a hit list; 5% or so of the library scored in one or more.
